High-throughput results (PubChem BioAssay)
GSK3B inh – blocks human GSK3beta kinase activity; activity score (negative = inhibition), % at 10 µM; hit rate 0.038% among 300,000; P49841; AID 2097; GST-GSK3beta kinase, ADP-Glo luminescence, 60 min; stronger effect = lower value;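 active = more than half of replicate wells score below -50%, meaning over 50% inhibition versus plate controls; inconclusive = some replicates but at most half score below -50%; inactive = no replicate scores below -50%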;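 note: 0% = median DMSO wells and -100% = median GW8510 positive control wells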
Target sequence (P49841 whole entry, looked up): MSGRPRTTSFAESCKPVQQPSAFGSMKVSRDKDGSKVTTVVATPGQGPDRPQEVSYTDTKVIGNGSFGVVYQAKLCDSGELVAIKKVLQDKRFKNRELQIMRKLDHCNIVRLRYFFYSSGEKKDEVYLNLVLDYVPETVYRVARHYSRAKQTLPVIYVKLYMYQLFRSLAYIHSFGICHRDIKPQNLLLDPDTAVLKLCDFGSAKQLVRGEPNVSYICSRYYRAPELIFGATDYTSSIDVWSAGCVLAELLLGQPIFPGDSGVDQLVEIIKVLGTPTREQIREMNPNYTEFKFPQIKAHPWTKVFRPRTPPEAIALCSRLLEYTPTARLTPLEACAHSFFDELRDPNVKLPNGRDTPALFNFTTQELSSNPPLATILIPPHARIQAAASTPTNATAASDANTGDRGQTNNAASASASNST
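Test system: GST-tagged human GSK3beta kinase, cell-free; evaluation: activity score scaled between in-plate DMSO and GW8510 controls; measured by: ADP-Glo luminescence; incubation: 60 min reaction, RT; benchmarks: DMSO and 20 µM GW8510; reagent: peptide substrate plus 25 µM ATP (final); medium: Tris/MgCl2 kinase buffer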
IEC-6 cytotox – kills IEC-6 intestinal cells in KLF5 counter-screen; hit rate 0.78% among 290,000; inhibition, % at 5 µM; IEC-6 cytotoxicity, luminescence viability; in the data active = inhibition above about 22%;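 note: 0% = plate median of test compound wells and 100% = cytotoxic reference compound wells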
KLF5 inh – inhibitors of KLF5 expression. AID 1700. hit rate 0.23% among 290,000. DLD-1 KLF5 promoter-luciferase reporter, luminescence. inhibition, % at 5 µM;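 active = inhibition above a per-plate limit of that plate's mean compound inhibition plus 3 SD, cut at about 60% in these data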;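 note: 0% = DMSO wells and 100% = LY294002 at 200 µM; higher means less KLF5 promoter-driven luciferase light; inactives centre near -14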
HSP90 refold inh – inhibitors of HSP90 luciferase refolding in rabbit reticulocyte lysate; luciferase refolding luminescence, 3 h; inhibition, % at 5.6 µM; hit rate 0.91% among 290,000; AID 1789;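 active = inhibition above the screen-wide mean plus 3 SD, computed separately per campaign, cut at about 16% in these data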;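 note: 0% = DMSO wells and 100% = 60 µM geldanamycin wells; inhibitors lower the luminescence because luciferase stays unfolded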
AI-2 QS mod – modulates the Vibrio harveyi AI-2 quorum sensing system. Vibrio harveyi JMH597 AI-2 luminescence/OD600 ratio, 9 h; stronger effect = lower value; strain lacks LuxN and CqsS sensors; 0 = neutral-control median. activity change, % at 7.5 µM. hit rate 0.4% among 300,000. AID 2094; in the data active = activity change below about -75%, passing the limit was not always enough; inconclusive = no clear call, values can overlap the other calls;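 note: luminescence divided by OD600 gain over 9 h not by final OD600 alone; inactives centre near 13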
HSF1 inhib – HSF1 inhibition; NIH3T3-HGL HSE-luciferase, MG132-induced, luminescence 8 h; stronger effect = lower value; activity change, negative = inhibition, % at 7.5 µM (by protocol); hit rate 0.77% among 300,000; AID 2098;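 active = more than half of replicate wells show activity change below -50%, luminescence cut by over half; inconclusive = some wells, but at most half, below -50%; inactive = no replicate well below -50%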;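 note: luciferase reports HSF-1 transcriptional activity via heat shock element; 0% = median of DMSO wells and -100% = zero luminescence signal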
GSK3 alpha inh – inhibitors of human GSK-3 alpha kinase; P49840; ADP-Glo luminescence, 60 min; inhibition, % at 10 µM; hit rate 0.1% among 320,000; AID 2650;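 in the data active = inhibition above about 50%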;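 note: GST-tagged GSK-3 alpha with peptide substrate and 25 µM ATP; 0% = DMSO neutral wells and 100% = GW8510 positive control wells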
Target sequence (P49840 whole entry, looked up): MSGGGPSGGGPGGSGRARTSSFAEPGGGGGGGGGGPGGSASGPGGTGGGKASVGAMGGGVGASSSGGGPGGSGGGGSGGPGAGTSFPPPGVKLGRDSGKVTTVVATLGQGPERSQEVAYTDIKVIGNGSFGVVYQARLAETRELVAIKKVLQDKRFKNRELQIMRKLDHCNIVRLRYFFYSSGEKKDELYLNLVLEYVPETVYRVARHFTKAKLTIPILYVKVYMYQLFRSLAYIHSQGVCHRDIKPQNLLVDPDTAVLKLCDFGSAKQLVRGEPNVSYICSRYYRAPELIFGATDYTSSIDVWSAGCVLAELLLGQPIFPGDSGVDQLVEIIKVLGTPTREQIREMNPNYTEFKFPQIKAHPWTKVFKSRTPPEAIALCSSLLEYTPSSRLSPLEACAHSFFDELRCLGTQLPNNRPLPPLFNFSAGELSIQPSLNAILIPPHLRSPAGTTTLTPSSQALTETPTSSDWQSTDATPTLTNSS
PolyA inhibitor – blocks polyadenylation in yeast reporter cells. S. cerevisiae SKY197-pL101 polyadenylation reporter, beta-gal luminescence; efflux-impaired pdr1/pdr3 knockout yeast; score 100 = 6 SD above DMSO. calls only at 12 µM. hit rate 0.02% among 300,000;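 active = lowest replicate activity score at least 50, where 100 means six control SD above control mean; inconclusive = lowest score under 50 but half or more replicates reach 50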;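 note: yeast exposed to compound for 9 h at 30 °C; higher score means more reporter readthrough which indicates perturbed polyadenylation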
HSF1 activator – increases HSF-1 driven luciferase reporter signal; NIH3T3-HGL HSF-1 luciferase reporter, MG132, 8 h; 100% = twice DMSO control signal; activation, % at 9 µM; hit rate 1.7% among 300,000; AID 504408;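 active = mean replicate activation of at least 50% with a set share of replicates each reaching 50%; inconclusive = only one of those two conditions met; inactive = mean below 50% and too few replicates reaching it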;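 note: 0% = median of the neutral control wells and 100% = twice that signal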
aSyn UTR inh – 5' untranslated region of α-synuclein, MLPCN primary screen. alpha-synuclein 5'UTR reporter, inhibitor activity. inhibition, % (tested at 7.5 µM). hit rate 0.82% among 300,000; in the data active = inhibition above about 60%; inconclusive = no clear call, values can overlap the other calls;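 note: H4 neuroglioblastoma cells stably carrying SNCA 5'UTR luciferase fusion; 0% = DMSO wells and 100% = positive control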
* hit, by the source's call; i = inactive; ? = inconclusive; / = no result given. Not all compounds are listed (hit frequency here may not be typical).

SMILES	GSK3B inh	IEC-6 cytotox	KLF5 inh	HSP90 refold inh	AI-2 QS mod	HSF1 inhib	GSK3 alpha inh	PolyA inhibitor	HSF1 activator	aSyn UTR inh
O=C(C1CCCN(Cc2cccs2)C1)N1CCCCCC1 (stereo unspecified)	0	-4	-10	-3	-7	-12	3	i	-2	14
Cc1ccc(C2=NNC(=O)C(P(=O)(c3ccccc3)c3ccccc3)C2)cc1 (stereo unspecified)	3	-6	-8	-2	4	-4	-1	i	3	-9
O=C(Cn1cnc2ccccc21)N/N=C/C(Br)=C/c1ccccc1	1	2	-4	-1	9	11	-1	i	29	-42
COC(=O)CC1C(=O)NCCN1C(=O)CSc1nc2ccccc2o1 (stereo unspecified)	1	3	-27	3	-2	2	-2	i	4	20
COCCNC(=O)CN1C(=O)CSc2cc(S(=O)(=O)N3CCCCCC3)ccc21	-4	2	-2	-1	26	-3	-2	i	4	14
CC(C)NC(=O)C12CC3CC(C1)CC(C(=O)NC(C)C)(C3)C2	-2	2	-6	2	18	-4	-1	i	5	1
Cc1nn(-c2ccccc2)c(N)c1C(c1ccccc1)c1c(C)nn(-c2ccccc2)c1N	1	0	2	-4	14	63	-1	i	79*	3
CC1CC(C)CN(C(=O)COC(=O)Cc2ccc(Cl)cc2)C1 (stereo unspecified)	2	0	-33	-2	20	-4	8	i	13	0
Brc1cnc(N2CCOCC2)nc1N1CCCCC1	2	0	3	3	22	-1	0	i	-7	21
Cc1noc(C)c1C(=O)Nc1ccc(S(=O)(=O)N2CCCCC2)cc1	1	0	-27	-5	8	0	0	/	0	9
COc1ccc(N2CCN(S(=O)(=O)c3c(C)n(C)c(=O)n(C)c3=O)CC2)cc1	-1	4	-18	-6	16	-7	-2	/	-7	-5
COC(=O)c1c(N)sc2c1CC(C)(C)OC2	0	-1	-27	0	43	3	-8	i	-1	16
O=C(CN1CCOCC1)N/N=C/c1ccc(-c2cccc(Cl)c2Cl)o1	-1	2	9	-1	11	1	9	i	21	20
Cc1cc(C(=O)NC(=S)Nc2cccc(NC(=O)C(C)C)c2)ccc1[N+](=O)[O-]	1	-1	11	-3	13	-12	-2	i	-18	-17
CC(C)(CO)NC(=O)CC1C(=O)NCCN1CC(c1ccccc1)c1ccccc1 (stereo unspecified)	1	-2	4	-3	26	3	-1	i	-1	-3
O=C(NCC(=O)N1CCN(S(=O)(=O)/C=C/c2ccccc2)CC1)c1ccccc1F	-2	1	-28	8	36	3	-2	i	-3	0
CC(C)c1nnc(NC(=O)c2ccc3c(c2)OCO3)s1	-1	5	-143	7	17	-11	0	i	20	?
CC1(C)C[C@@H]2C[C@@](C)(CN2C(=O)c2ccccc2)C1	0	-1	-17	-3	/	-3	2	i	3	-17
O=C(Nc1ccc(C(=O)OC[C@@H]2CCCN3CCCC[C@H]23)cc1)c1cccc(Br)c1	-1	5	16	4	14	-7	-2	i	12	-3
CCN(CC)C(=O)c1sc(N)c(C(=O)OC(C)C)c1C	0	1	5	5	?	1	5	i	16	-17
COC(=O)c1[nH]c2ccccc2c1NC(=O)C(C)N1CCOCC1 (stereo unspecified)	0	2	-11	3	8	0	-1	i	-8	21
CC1(c2ccccc2)NC(=O)N(NC(=O)COC(=O)c2cc(Br)ccc2O)C1=O (stereo unspecified)	-10	/	/	/	?	1	-4	i	-18	1
COc1ccc(Br)cc1C1CC(=O)N2CN(Cc3ccccc3)CSC2=C1C#N (stereo unspecified)	-2	3	-7	3	28	5	1	i	-5	-29
COc1ccc(C(C[N+](=O)[O-])c2c(C)[nH]c3ccccc23)cc1OC (stereo unspecified)	4	8	6	12	12	-3	4	i	-6	-3
c1ccc(Nc2nc3ccccc3n3cnnc23)cc1	-1	7	11	1	24	-6	2	i	6	-3
Cc1ccc(NC(=O)CN(C)C(=O)CSc2ncc(C(F)(F)F)cc2Cl)cc1	0	6	-21	2	-2	7	6	i	16	12
O=C1CCC([N+](=O)[O-])C(c2cccc3ccccc23)N1 (stereo unspecified)	-1	-2	-9	3	-3	-5	-2	i	11	-10
Oc1cccc(C=NCc2ccccc2)c1O	-5	-8	11	4	23	-8	4	i	-9	-18
CC(C)C(=O)Nc1ccc2nn(-c3ccc(F)cc3)nc2c1	-1	2	-76	25*	-4	15	-2	i	21	-71
CCc1cc2c3c([nH]c2cc1S(=O)(=O)N1CCC2(CC1)OCCO2)CCCC3=O	2	-11	-14	4	-1	-6	6	i	-18	-6
O=C(O)c1csc(-c2ccc(Cl)cc2)n1	3	0	-11	-2	22	-5	-3	i	-4	-1
COc1cc(/C=N/NC(=O)c2nonc2C)ccc1O	-3	3	-34	-2	6	8	0	i	18	6
N=c1ncn(Cc2ccccc2)c2nc(SCCOc3ccccc3)[nH]c12	1	0	-11	2	-5	0	-1	i	-19	22
CCOC(=O)c1oc2ccccc2c1CN1CC(C)OC(C)C1 (stereo unspecified)	1	-4	-15	2	12	-5	0	i	5	7
Cc1cc(C)c(C(=O)OCC(=O)Nc2cccc(S(=O)(=O)N3CCCCC3)c2)c(C)c1	3	/	/	/	17	11	-2	i	-10	3
COc1ccccc1CCC(=O)OC(C)C(=O)Nc1c(C)n(C)n(-c2ccccc2)c1=O (stereo unspecified)	2	/	/	/	24	2	-1	i	14	-1
Cc1cc(C)cc(NC(=O)c2cc(Cl)sc2Cl)c1	-1	-1	1	-1	15	0	2	i	18	-10
CCOC(=O)/C=C1\SCC(=O)N1CC(=O)Nc1ccc2c(c1)CCC2	0	-2	14	-1	31	-2	-4	i	3	7
COc1ccc(CN(C(=S)Nc2ccccc2)C2CC(=O)N(c3ccc(F)cc3)C2=O)cc1 (stereo unspecified)	1	-1	-36	1	29	2	-5	i	1	2
CSCCC(NC(=O)c1ccccc1Cl)C(=O)NCC(c1ccco1)N1CCCCC1 (stereo unspecified)	1	/	/	/	32	4	-3	i	-3	-8
COc1ccc(C2=C(O)C(C)N(c3ccccc3)C2=N)cc1OC (stereo unspecified)	1	1	-16	-4	24	-3	1	i	24	14
O=C(NCC(=O)N(c1ccccc1F)C(C(=O)NCC1CCCO1)c1ccccc1)c1ccco1 (stereo unspecified)	-1	-2	0	0	15	-10	-6	i	24	-8
Cc1ccc(C2=NS(=O)(=O)N(C)C(C(=O)N3CCCCC3)=C2)cc1	3	4	-1	-6	10	-9	0	i	1	-9
CNC(=O)c1ccsc1NC(=O)C1CCN(S(=O)(=O)c2ccc(Cl)s2)CC1	-25	/	/	/	15	4	2	i	15	-4
CC1Cc2ccccc2N1C(=O)CSc1nc(-c2ccccc2)cs1 (stereo unspecified)	0	3	-25	-4	2	16	5	i	18	-9
COc1cccc(N/C=C(\C#N)c2ccc(OCCCF)cc2)c1	0	-3	-44	-6	7	9	-6	i	5	-1
CN(C)c1cc(-c2ccc([N+](=O)[O-])cc2)oc(=O)c1Cl	1	1	-6	-1	18	-7	-1	i	2	28
CC(=O)N1CCN(C(=O)C2(NC(=O)Nc3ccccc3Cl)CCCCC2)CC1	0	4	-4	-5	14	-5	-2	i	9	-4
Cc1[nH]c2ccccc2c1C(=O)COC(=O)Cn1cnc2ccccc21	-1	0	0	1	8	0	0	i	10	-4
COc1cc(C(c2sc3nc(C)nn3c2O)N2CCc3ccccc3C2)cc(OC)c1OC (stereo unspecified)	-1	-4	-10	1	17	1	1	i	4	1
COC(=O)C1=NN(c2ccc(Cl)cc2)C2C(=O)N(c3ccccc3OC)C(=O)C12 (stereo unspecified)	5	11	5	1	10	-1	-2	i	23	10
Cc1cc(C)c(-c2csc(NC(=O)CCCc3nc4ccccc4c(=O)[nH]3)n2)c(C)c1	2	/	/	/	13	-1	-2	i	-7	19
CCCc1nc2ccccc2c(=O)n1NC(=O)c1c(O)c2ccccc2[nH]c1=O	5	6	-5	6	27	-28	-2	i	-42	13
O=C(NCCCN1CCc2ccccc2C1)Nc1ccc(Cl)cc1	1	-1	5	-4	0	2	4	i	7	-110
COc1ccc(/C(C)=N/NC(=O)CNC(=O)/C=C\c2ccco2)cc1	-4	-2	0	0	-32	6	0	i	11	-26
COc1ccccc1NC(=O)C1CCCN(c2cnccn2)C1 (stereo unspecified)	-4	2	-14	-1	19	5	/	i	-10	-1
CC(=O)Nc1ccc(NC(=O)CSc2nc3ccccc3nc2N2CCC(C)CC2)cc1	-2	8	-5	0	13	-3	-5	i	0	-30
CCCCC(=O)Nc1cccc(NC(=S)NC(=O)Cc2ccccc2)c1	0	8	-4	4	21	-6	0	i	12	18
CCOC(=O)C1CCCN(c2ncnc3c2cnn3-c2ccc(OC)cc2)C1 (stereo unspecified)	0	6	-18	4	15	-6	-1	i	5	-50
COc1ccc(S(N)(=O)=O)cc1C(=O)NCC(C)(C)N1CCOCC1	0	5	7	7	0	-5	1	i	-8	-3

Next structures:
SMILES	GSK3B inh	IEC-6 cytotox	KLF5 inh	HSP90 refold inh	AI-2 QS mod	HSF1 inhib	GSK3 alpha inh	PolyA inhibitor	HSF1 activator	aSyn UTR inh
COc1ccc(Cc2nc(-c3ccc(-n4cccc4)cc3)no2)cc1	-2	-2	-20	2	9	6	/	i	14	-8
CCN(CC)S(=O)(=O)c1cc(NC(=O)c2cc(-c3ccccn3)nc3ccccc23)ccc1C	1	3	-18	1	9	4	0	i	5	17
O=C(N/N=C/c1cccnc1)c1cc(Br)ccc1O	4	2	-105	2	18	7	-1	i	8	-125
Cc1cc(C)c(NC(=O)c2cc3c(nc4sccn43)s2)c(C)c1	0	3	9	-1	19	17	-3	i	24	18
COc1ccc(C(c2c(C)n(C)n(-c3ccccc3)c2=O)c2c(C)n(C)n(-c3ccccc3)c2=O)cc1	-2	0	-16	4	19	6	0	i	22	13
CCn1c(=O)n(-c2ccc(Cl)cc2)c(=O)c2c3c(sc21)COC(C)(C)C3	-4	-1	-11	-6	13	-2	-1	i	-4	-3
C=CCOC(=O)C1=C(C)NC(SCC(=O)Nc2nccs2)=C(C#N)C1c1ccc(Cl)cc1 (stereo unspecified)	-1	-4	-32	5	16	6	1	i	40	21
O=C(CSc1ccc(F)cc1)Nc1ccc2c(c1)C(=O)NC2=O	1	-4	-10	-8	25	-1	26	i	5	6
CC(=O)NC(=S)Nc1ccc(NC(=O)COc2ccc(Cl)cc2)cc1	1	-1	-29	-1	7	32	-2	i	64*	-8
COc1cc(NC(=O)c2cc3ccccc3o2)c(OC)cc1Br	1	2	-24	1	19	-15	/	i	-12	32
